# Lamin A splicing: modulators of lamin A splicing; HeLa LMNA splicing GFP/RFP minigene ratio, 48 h; Potency, µM (series often up to 46.1 µM), for the others: at the highest dose ratio change, negative = inhibition, usual class: inhibitors; 0.01% of 200,000 active; AID 1487; active = well fitted inhibition curve with a large enough effect in the signal ratio, with a control signal flat, not every such curve was filed as active; inconclusive = small, poorly fitted or top-dose-only effect, or effect the other way, or a change in a side signal; the % refers to the signal ratio; also: potency is read from the fitted curve at half-maximal effect; % is scaled to controls: 0 for no effect and ±100 for the full control effect
#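 S3 HeLa cells stably expressing lamin A-EGFP splicing minigene plus DsRed2, 600 cells/well, 48 h compound exposure at 37C. Laser-scanning cytometry; analysed as GFP (500-530 nm)/RFP (575-640 nm) total intensity ratio; 0.5% DMSO vehicle.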
# aGal spleen mod: inhibits or activates alpha-galactosidase in human spleen homogenate | Potency, µM (titrated, usually from 80 µM), for inactives: at the highest dose activity change, negative = inhibition, actives largely listed as inhibitors | P06280 | 0.008% of 240,000 active | AID 2107 | human spleen homogenate, 4MU-alpha-Gal fluorescence, 40 min;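 also: potency is read from the fitted curve at half-maximal effect; 0% = enzyme with vehicle and -100% = no enzyme basal signal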
# Target sequence (P06280 32-429 limits assumed): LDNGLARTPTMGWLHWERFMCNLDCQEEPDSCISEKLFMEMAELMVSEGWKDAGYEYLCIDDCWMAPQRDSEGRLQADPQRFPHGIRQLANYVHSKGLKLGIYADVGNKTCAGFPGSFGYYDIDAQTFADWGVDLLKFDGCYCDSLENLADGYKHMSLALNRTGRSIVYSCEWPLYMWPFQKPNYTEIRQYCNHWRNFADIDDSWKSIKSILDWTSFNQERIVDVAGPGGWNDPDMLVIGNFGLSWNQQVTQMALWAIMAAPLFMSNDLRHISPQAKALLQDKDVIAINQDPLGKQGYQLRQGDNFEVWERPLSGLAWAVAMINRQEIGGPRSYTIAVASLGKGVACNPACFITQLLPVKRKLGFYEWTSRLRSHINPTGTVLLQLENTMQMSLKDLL
#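 Inhibition or activation of alpha-galactosidase in human spleen homogenate is scored by 4-MU fluorescence after 40 min at 37C, pH 5.0, with 1 mM substrate. AC50s come from concentration-response fitted to the Hill equation.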
# NPSR antagonist: antagonists of human neuropeptide S receptor cAMP signaling; CHO-NPSR cells, cAMP TR-FRET, antagonist mode; Potency, µM (doses to about 38.3 µM), without a hit: at the highest dose activity change, negative = inhibition, most hits filed as inhibitors; Q6W5P4; 1% of 220,000 active; also: potency is read from the fitted curve at half-maximal effect; % is scaled to controls: 0 for no effect and ±100 for the full control effect; nearly all actives have a fitted effect of over 50% in size; many of its hits are not listed in these tables
# Target sequence (Q6W5P4 whole entry, looked up): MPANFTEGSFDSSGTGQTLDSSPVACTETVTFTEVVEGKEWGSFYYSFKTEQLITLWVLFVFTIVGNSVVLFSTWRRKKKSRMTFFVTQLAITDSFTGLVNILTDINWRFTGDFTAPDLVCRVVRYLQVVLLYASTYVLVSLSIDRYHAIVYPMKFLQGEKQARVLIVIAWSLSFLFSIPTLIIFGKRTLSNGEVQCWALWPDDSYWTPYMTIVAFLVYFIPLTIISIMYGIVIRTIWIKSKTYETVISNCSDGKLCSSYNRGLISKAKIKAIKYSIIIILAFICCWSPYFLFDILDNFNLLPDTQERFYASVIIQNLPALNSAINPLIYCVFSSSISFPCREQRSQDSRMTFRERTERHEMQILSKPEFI
# Epigenetic derep: regulators of epigenetic silencing causing reporter derepression in mouse cells; 0.2% of 280,000 active; AID 1865; murine LDR cells, GFP reporter derepression, 30 h; Potency, µM (titrated, usually from 53.9 µM), for inactives: at the top dose GFP activation, hits mostly activators; also: potency is read from the fitted curve at half-maximal effect; % of control where 0% means no effect; nearly all actives have a fitted effect of over 60% in size
#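 Murine LDR cells carrying a silenced, genomically integrated CMV-driven GFP reporter were exposed to compound for 30 hours at 37 C. After PBS washes, GFP-positive cells (20–120 um objects) were counted by laser-scanning microplate cytometry.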
# CBFb-RUNX1 inh: inhibitors of human CBF-beta and RUNX1 interaction; AlphaScreen CBFb-His/RUNX1-biotin binding, biochemical; Potency, µM (doses to about 59.8 µM), inactives show at the top dose activity, negative = inhibition, most hits filed as inhibitors; 230,000 tested, under 10 active; also: % of control where 0% means no effect
#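 AlphaScreen proximity signal reports loss of binding between His-tagged CBF-beta and biotin-labelled RUNX1, each at 30 nM. Proteins are pre-associated for 20 minutes, compounds added for 15 minutes, then beads for 90 minutes, all at ambient temperature.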
# IMPase Li cell: cell-permeable IMPase inhibitors with lithium potentiation; CHO-M1 cells, IP1 TR-FRET (IP-One), carbachol + lithium; Potency, µM (top dose mostly 59.4 µM), inactives show top-dose activity, negative = IMPase inhibition, most hits filed as inhibitors; 0.35% of 210,000 active; AID 1457;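 also: IP1 builds up when IMPase is blocked and the TR-FRET signal falls; potency is read from the fitted curve at half-maximal effect; plate controls were basal vehicle for no effect and high inhibitor control for full effect; nearly all actives have a fitted effect of over 50% in size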
#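 Test compounds were applied to CHO-M1 cells previously cultured for 16–30 h at 2000 per well. A small lithium amount accompanied them; after 30 min at 37C, IP1 was quantified by TR-FRET.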
# KinaseGlo FLuc: blocks Kinase-Glo luciferase, a counter-screen artifact | Potency, µM (doses to about 38.3 µM), for the others: top-dose activity change, negative = inhibition, usual class: inhibitors | 0.28% of 200,000 active | Kinase-Glo luciferase, ATP luminescence, 8 min | Q27757; also: potency is read from the fitted curve at half-maximal effect; % is scaled to controls: 0 for no effect and ±100 for the full control effect; nearly all actives have a fitted effect of over 60% in size
#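 Compound is pinned into ATP-containing buffer (10 uM ATP, imidazole pH 7.2, 7 mM MgCl2). Kinase-Glo luciferase reagent is then added. Light output is recorded following an 8-min room-temperature incubation.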
# Active calls of the source: *; u = inconclusive; x = not tested or not shown; & = joins results of further samples; [ ] = remark or other dose. Unless noted, calls follow the shape of the dose curve; as a rule, active = well fitted curve in the direction sought with a large enough effect; inconclusive = small, poorly fitted or top-dose-only effect, or another doubt; inactive = no such curve, though single readings can be large; an effect the other way counts as inactive or inconclusive. Some of the compounds tested. The share of hits here may be higher or lower than overall.
SMILES,Lamin A splicing,aGal spleen mod,NPSR antagonist,Epigenetic derep,CBFb-RUNX1 inh,IMPase Li cell,KinaseGlo FLuc
CCCCn1nc2cc(C(=O)NCc3ccc(OC)cc3)ccc2c1OCC,13%,-1%,-8%[46.1 µM],-2.1%,0%,-8%[38.3 µM],2%
COC(=O)CCC/C=C1/SCC(NC(=O)c2ccccc2)/C1=N/O (stereo not given),x,-1%,12%,4.0%,1%,11%,-2%
O=C(N1CCOCC1)N(Cc1ccco1)CC1CCCO1 (stereo not given),10%,-1%,-7%[46.1 µM],-1.0%,-6%,-14%[38.3 µM],9%
O=C(NC1CCSC1=O)c1cccc(Cl)c1 (stereo not given),x,-1%,34%,0.0%,3%,0%,4%
CCCCCCC(=O)NNC(=O)c1c(O)c2ccccc2n(CC)c1=O,u,5%,4%,-3.5%,-4%,-5%,0%
Cc1ccc(-c2cc(C(=O)NCc3ccco3)no2)cc1,-9%,3%,2%[46.1 µM],-2.1%,3%,20%[38.3 µM],0%
O=C(C1=C(O)C(=O)N(CCN2CCOCC2)C1c1ccncc1)c1ccco1 (stereo not given),13%,0%,6%[46.1 µM],1.7%,2%,-10%[38.3 µM],-5%
COC(=O)C(C)Sc1nc2c(cnn2-c2ccccc2)c(=O)[nH]1 (stereo not given),-6%,-10%,-6%[46.1 µM],0.7%,-8%,14%[38.3 µM],21%
Cc1c(Br)cccc1NC(=O)c1sccc1-n1cccc1,-2%,-3%,-18%[46.1 µM],-2.4%,2%,6%[38.3 µM],0%
C[C@H]1Cc2c(COc3ccccc3)nc3c(c2CO1)CN(S(=O)(=O)c1ccc(Cl)c2nonc12)CC3,u,-1%[17.5 µM],x,x,15%[13.1 µM],5%,-7%[7.66 µM]
COC(=O)CCC(=O)OC1(C)C(=O)C=C2C=C(C3CC3)N(CCCOC(C)C)C=C2C1=O (stereo not given),-13%[9.22 µM],-10%[17.5 µM],2%,0.5%,7%[13.1 µM],5%,-5%[7.66 µM]
COc1cccc(NC(=O)C2C3CCC4C(CCC32)C4(Cl)Cl)c1 (stereo not given),-8%,3%,-50%,-1.8%,-1%,16%,0%
CN1CCN(c2ccc(NC(=O)COc3ccc(Cl)cc3Cl)cc2)CC1,-9%,2%,4%[7.67 µM],2.0%,5%,13%[38.3 µM],-1%
CCOC(=O)N1CCN(C(=O)CSc2nnc(Cc3ccccc3)o2)CC1,-3%,-10%,-6%[46.1 µM],0.0%,12%,19%[38.3 µM],0%
CCc1nc2ccccc2n1CCC(=O)O,-3%,-1%,0%[46.1 µM],-1.2%,4%,4%,2%
CC(C)n1nc(C(=O)Oc2ccc(Cl)cc2)c2ccccc2c1=O,-20%,-3%,-2%,0.9%,0%,18%,1%
N#C/C(=C/c1ccc2c(c1)OCO2)C(=O)NCCc1c[nH]c2ccccc12,-6%,1%,0%[46.1 µM],-6.4%,-5%,5%[38.3 µM],0%
C=CCNC(=O)c1onc(CSc2cccc(Cl)c2)c1C(=O)O,u,-3%,-4%[46.1 µM],-0.9%,-2%,2%[38.3 µM],0%
O=C(O)CCC(=O)NNc1ccccc1[N+](=O)[O-],-3%,-10%,10%,5.9%,6%,-8%,0%
COc1ccc(NC(=S)N/N=C/c2cccn2Cc2ccccc2F)cc1,-3%[46 µM],-2%,-14%,0.0%,-11%,7%,7%
CCOC(=O)c1[nH]ncc1CN1CCCC(C(=O)c2ccc(OC)cc2C)C1 (stereo not given),x,4%,-23%,1.1%,14%,4%,x
CCCCCCCCC1OC1CCCCCCCC(=O)O (stereo not given),x,8%,x,0.0%,6%,10%,1%
CCOC(=O)CSc1nnc(COc2cccc(C)c2)o1,16%[46 µM],-4%,-4%,0.0%,0%,-7%,-5%
Cc1ccc(-c2nnn(CC(=O)NCc3ccccc3)n2)c(-n2cnnn2)c1,-8%,-5%,3%[46.1 µM],-2.4%,7%,-12%,3%
COc1ccc(S(=O)(=O)Cc2ccc(C(=O)NCc3cccs3)o2)cc1,-9%,18%,-7%[46.1 µM],1.0%,-4%,0%[38.3 µM],2%

# Carrying on:
SMILES,Lamin A splicing,aGal spleen mod,NPSR antagonist,Epigenetic derep,CBFb-RUNX1 inh,IMPase Li cell,KinaseGlo FLuc
O=C(O)c1ccc(NC2=C(Cl)C(=O)c3ccccc3C2=O)cc1,x,-2%,u,2.0%,u,x,x
O=C(O)c1nn(CC(=O)N2CCN(S(=O)(=O)c3ccc(Cl)cc3)CC2)c(=O)c2ccccc12,x,1%,7%,-1.8%,4%,x,x
CN(C)S(=O)(=O)c1ccc(C(=O)NCCN2C(=O)S/C(=C\c3cccnc3)C2=O)cc1,x,9%,2%,0.0%,6%,31%[activator],0%
CC(=O)C1=C(O)C(=O)N(Cc2cccnc2)C1c1ccc(C)cc1 (stereo not given),-15%,-2%,-7%[46.1 µM],-0.8%,0%,-13%,4%
O=C(O)CCc1ccc(-c2ccccc2)o1,-1%,-3%,-7%[46.1 µM],u,3%,13%[38.3 µM],-2%
O=C(Cn1c(NCCO)nc2ccccc21)N1CCN(Cc2ccccc2)CC1,-19%[46 µM],9%,7%,-1.5%,0%,8%,0%
COC(=O)c1cc(Cl)c(NC(=O)c2ccco2)cc1OC,u,-5%,-18%[46.1 µM],-0.7%,6%,0%[38.3 µM],-1%
CC12CCC(C(=O)N3CCCCC3)([C@H](Br)C1=O)C2(C)C (stereo not given in full),x,-4%,13%,0.0%,9%,x,x
CCCN(CCC)S(=O)(=O)c1ccc(C(=O)N2CCOCC2)cc1,6%,4%,-7%[46.1 µM],0.8%,5%,30%[38.3 µM],-1%
C=C(C)C(=O)C1CCCCC1,x,8%,x,-1.1%,-2%,6%,0%
CCC(C)C(NC(=O)c1ccccc1NC(=O)c1ccco1)C(=O)NNC(=O)c1ccncc1 (stereo not given),x,20%,13%,-1.0%,11%,x,x
O=S(=O)(c1cccc(-c2csc(-c3cccnc3)n2)c1)N1CCCCC1,16%,10%,-18%[46.1 µM],-1.0%,3%,33%[38.3 µM],-5%
Cc1c(Cc2ccccc2)sc(/N=C/c2ccc3ccccc3c2)c1C(N)=O,u,-1%,5%,8.8%,-3%,-3%,1%
Cc1cc(-c2ccco2)n(CC(=O)NCc2ccccc2)n1,0%,3%,-6%[46.1 µM],-1.3%,1%,0%[38.3 µM],13%
CC(O)CCCCn1c(=O)c2c(ncn2C)n(C)c1=O (stereo not given),x,-4%,x,1.1%,17%,26%,x
COC(=O)NC(NC(=S)Nc1ccccc1OC)C(Cl)(Cl)Cl (stereo not given),-17%,4%,u,-0.9%,7%,x,x
NS(=O)(=O)c1cccnc1Nc1cccc(C(F)(F)F)c1,u,-2%,20%[46.1 µM],-0.7%,-5%,-13%[38.3 µM],0%
Cc1cccc(OCC(=O)Nc2ccc(C(=O)NCC(C)C)cc2)c1,5%[46 µM],-6%,9%,6.3%,9%,4%,0%
COc1cccc(C2NC(=O)NC(C)=C2C(=O)OCC2CCCO2)c1 (stereo not given),x,8%,8%,-1.1%,-6%,27%,1%
Cc1c(Br)c(O)c(Br)c2sc(=O)oc12,x,-18%,-16%,u,-29%,x,x
O=C(NC1CCCCC1)N1CCCC1,-11%,-6%,12%[46.1 µM],1.2%,0%,-1%,-2%
Cc1cc(=O)oc2cc(OS(C)(=O)=O)ccc12,4%,4%&6%,16%&11%,-0.5%&-0.9%,6%&1%,-6%,2%
COc1ccccc1C1C2CCCCC2(O)CCN1CC(=O)Nc1ccccc1 (stereo not given),11%,4%,-21%[46.1 µM],0.0%,2%,4%[38.3 µM],2%
COc1ccc2[nH]c(C)c(C(=O)CN(C)C)c2c1,-4%,-5%,2%[46.1 µM],1.0%,6%,0%[38.3 µM],-4%
COc1cc(CN2CC(C)CC(C)C2)cc([N+](=O)[O-])c1O (stereo not given),-11%,-16%,6%,0.0%,0%,0%,-3%

# Three structures from above, ordered by molecular weight, descending:
SMILES,Lamin A splicing,aGal spleen mod,NPSR antagonist,Epigenetic derep,CBFb-RUNX1 inh,IMPase Li cell,KinaseGlo FLuc
O=C(O)c1nn(CC(=O)N2CCN(S(=O)(=O)c3ccc(Cl)cc3)CC2)c(=O)c2ccccc12,x,1%,7%,-1.8%,4%,x,x
COC(=O)NC(NC(=S)Nc1ccccc1OC)C(Cl)(Cl)Cl (stereo not given),-17%,4%,u,-0.9%,7%,x,x
CC12CCC(C(=O)N3CCCCC3)([C@H](Br)C1=O)C2(C)C (stereo not given in full),x,-4%,13%,0.0%,9%,x,x

# (more compounds)
SMILES,Lamin A splicing,aGal spleen mod,NPSR antagonist,Epigenetic derep,CBFb-RUNX1 inh,IMPase Li cell,KinaseGlo FLuc
Cc1ccc(S(=O)(=O)N(C)C)cc1N,-3%[46 µM],2%,9%,-1.4%,3%,-1%,0%
Cc1ccn2c(Nc3ccccc3C)c(-c3ccccn3)nc2c1,x,0%,u,0.8%&-1.8%,x,17%,11%
CC1CCN(c2oc(-c3ccccc3F)nc2C#N)CC1,u,5%,-15%[46.1 µM],-0.8%,-14%,-5%[38.3 µM],2%
COc1ccc(NC(=O)Nc2ccc(C(C)C)cc2)cc1,u,6%,11%,4.6%,-2%,x,x
Cc1ccc(CNC(=O)C2CCCN(c3nn4c(=O)cc(C)nc4s3)C2)cc1 (stereo not given),x,-4%,19%,0.3%,-11%,-8%,-1%
CCCCN1C(=O)C(=O)N(CC(=O)N2N=C3/C(=C/c4ccco4)CCCC3C2c2ccco2)C1=O (stereo not given),x,-4%,-29%,2.6%,-16%,6%,x
COc1ccccc1N1CCN(c2ccc([N+](=O)[O-])cc2Cl)CC1,u,1%,-26%,1.1%,6%,11%,0%
O=C(CSCC(=O)OCn1nnc2ccccc2c1=O)Nc1ccc(Cl)cc1,7%,-1%,-15%[46.1 µM],5.1%,-4%,-9%[38.3 µM],2%
CCCc1cc(C(=O)N2CCC(N3CCC(C(=O)NC(C)C)CC3)CC2)n(C)n1,12%[46 µM],11%,-7%,0.0%,2%,10%,0%
COc1ccc2c(c1)O[C@H](c1ccc3c(c1)OCO3)[C@@H](OC(=O)NCCOc1ccccc1)C2=O,x,1%,x,-1.1%,6%,10%,-1%
O=C(NCc1ccc(F)cc1)c1ccc[nH]1,u,7%,10%,2.1%[10.1 µM],-3%,-3%,4%
O=C(C1CC1)N1CCN=C1SCc1ccccc1Cl,-10%,-1%,4%[46.1 µM],-6.8%,-5%,-1%[38.3 µM],-3%
